High-throughput results (PubChem BioAssay)
Tn7 DDE FP – inhibitors of Tn7 peptide binding to fibrin DD(E), primary screen, biochemical, fluorescence polarization, human fibrin, Tn7 probe; inhibition, % at 8.3 µM; 370,000 compounds, 0.13% hits; Fibrinogen beta chain (Homo sapiens), P02675; AID 720508, 2013; FP displacement of FITC-Tn7 peptide from fibrin DD(E); 0% = median of compound wells per plate;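 active = inhibition above the mean of compounds falling within the control limits plus 3 SD of them, cut at about 14% in these data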;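 note: 0% = plate median of compound wells and 100% = 10 µM Aha-Tn7 peptide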
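Assay system: Human clot-derived fibrin DD(E) complex | Buffer or medium: Tris/NaCl/CaCl2 buffer, pH 7.8 | Repeats: One replicate per compound | Benchmarks: Aha-Tn7 high control | Measure: % inhibition scaled between sample-field median and high-control FP | Schedule: 10 min plus 3 h, room temperature | Signal: Fluorescence polarization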
mABHD4 FP – ABHD4 inhibitors, primary screen, biochemical, fluorescence polarization, mouse | purified mABHD4, FP-Rh probe fluorescence polarization | inhibition, % at 8.92 µM | 370,000 compounds, 0.54% hits;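 active = inhibition exceeding the mean over every tested compound plus 3 SD, cut at about 30% in these data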;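 note: 0% = plate median of compound wells and 100% = S159A mutant with DMSO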
Target sequence (Q8VD66 whole entry, looked up): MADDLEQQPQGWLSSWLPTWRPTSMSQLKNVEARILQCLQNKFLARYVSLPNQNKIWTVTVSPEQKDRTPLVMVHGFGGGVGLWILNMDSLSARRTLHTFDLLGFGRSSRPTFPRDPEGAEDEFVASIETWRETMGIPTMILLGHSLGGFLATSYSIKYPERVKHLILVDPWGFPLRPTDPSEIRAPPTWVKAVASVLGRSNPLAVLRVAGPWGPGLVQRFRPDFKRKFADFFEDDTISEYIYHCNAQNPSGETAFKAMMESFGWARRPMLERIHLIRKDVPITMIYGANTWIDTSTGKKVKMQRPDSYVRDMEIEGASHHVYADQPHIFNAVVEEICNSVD
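assay system = mABHD4 protein | compound dosing = single nominal dose of 8.92 µM, 0.89% DMSO final | read-out basis = percent inhibition of probe binding, normalized to plate controls | schedule = Enzyme–compound pre-incubation 45 min, then probe 60 min, both 25 °C | detection = fluorescence polarization, excitation 525 nm, emission 598 nm, BODIPY TMR filters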
UHRF1 MBD2 ctr – UHRF1 methylated DNA binding inhibitors, primary screen, counter-screen for MBD2 inhibitor project, biochemical, TR-FRET, human UHRF1, single concentration. E3 ubiquitin-protein ligase UHRF1 (Homo sapiens), Q96T88. UHRF1 binding to methylated oligo. AID 687016, 2013. 370,000 compounds, 0.75% hits. inhibition, % at 4.4 µM; in the data active = inhibition above about 21%;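 note: UHRF1 SRA domain binding a hemimethylated CpG hairpin DNA probe; 0% = median of test compound wells and 100% = reference inhibitor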
SIAE inh – human SIAE inhibitors, primary screen, biochemical, fluorescence polarization, FP-Rh probe, 1536-well HTS | inhibition, % at 9.66 µM | SIAE FP-Rh probe binding | 370,000 compounds, 0.69% hits | AID 1053197, 2014;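 active = inhibition above a cutoff: mean of compounds within the control limits plus 3 SD of those, cut at about 17% in these data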;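 note: 0% = plate median of compound wells and 100% = probe without SIAE protein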
LEDGF integ inh – blockers of LEDGF/p75-dependent integrase strand transfer – biochemical, TR-FRET, high throughput, primary screen; 370,000 compounds, 0.64% hits; TR-FRET IN-LEDGF/p75 DNA integration, Eu/Cy5; inhibition, % at 3.7 µM; AID 743269, 2014; HIV-1 integrase (with human LEDGF/p75);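 active = inhibition above the screen-wide mean plus 3 SD, cut at about 13% in these data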;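 note: signal is the Cy5 over europium emission ratio at 671 and 618 nm; 0% = plate median of compound wells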
PG9 Ab binder – binders of HIV-1 gp120 antibody PG9, primary screen, biochemical, TR-FRET. HIV-1 gp120 / PG9 antibody interaction. TR-FRET gp120-PG9 antibody binding. 360,000 compounds, 0.43% hits. inhibition, % at 6.7 µM. AID 624416, 2012; in the data active = inhibition above about 8.5%
HTRA1 inhibitor – HTRA1 serine protease inhibitors, primary screen, biochemical, fluorescence polarization, HTS | recombinant HTRA1, FP-rhodamine activity-based probe | 340,000 compounds, 0.5% hits | Q92743 | inhibition, % at 5.96 µM; in the data active = inhibition above about 36%;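 note: 0% = enzyme with DMSO and 100% = wells lacking enzyme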
TCR CD3 inh – inhibitors of human TCR-CD3 interaction, primary screen, biochemical, fluorescence, TAMRA-labeled TCR probe; T-cell receptor (TCR); inhibition, % at 9.4 µM; 360,000 compounds, 0.37% hits; AID 651800, 2012; in the data active = inhibition above about 19%;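 note: recombinant mutant TCR 2C K166C tagged with TAMRA read by polarization; 0% = receptor in buffer alone and 100% = receptor with positive control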
TDP2 inh – human TDP2 enzyme inhibitors, primary screen, biochemical, epi absorbance, recombinant enzyme. T5PNP hydrolysis, p-nitrophenol absorbance 415 nm. 370,000 compounds, 0.34% hits. inhibition, % at 12.8 µM. AID 720702, 2013;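 active = inhibition above the mean of all tested compounds plus 3 SD, set per campaign, cut at about 25% in these data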;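 note: 0% = DMSO with enzyme and 100% = buffer with substrate but no TDP2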
Target sequence (O95551 whole entry, looked up): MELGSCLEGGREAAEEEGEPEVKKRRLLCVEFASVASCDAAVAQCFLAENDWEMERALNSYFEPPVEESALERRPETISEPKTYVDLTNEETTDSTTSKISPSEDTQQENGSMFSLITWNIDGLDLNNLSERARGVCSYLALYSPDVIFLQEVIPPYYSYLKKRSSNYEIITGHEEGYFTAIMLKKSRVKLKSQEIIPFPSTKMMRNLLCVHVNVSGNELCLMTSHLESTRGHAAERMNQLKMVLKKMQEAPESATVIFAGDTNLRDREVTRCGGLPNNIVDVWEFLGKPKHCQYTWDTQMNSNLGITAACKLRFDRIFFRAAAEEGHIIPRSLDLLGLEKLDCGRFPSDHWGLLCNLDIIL
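Material: recombinant human TDP2; quantity: TDP2 enzyme at 120 nM final; medium: Tris-HCl pH 7.5 with MgCl2; compound: single concentration, 12.8 µM nominal, with 1% DMSO; incubation: 2 h enzyme incubation at 37 °C; signal: epi absorbance; measure: percent inhibition; benchmarks: high control without enzyme, low control DMSO plus TDP2; repeats: singlicate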
PRMT1 FP inh – PRMT1 methyltransferase inhibitors, primary screen, biochemical, fluorescence polarization | 370,000 compounds, 1.3% hits | recombinant PRMT1, activity-based probe fluorescence polarization | inhibition, % at 2.79 µM | AID 652257, 2013 | Protein arginine N-methyltransferase 1 (Homo sapiens), Q99873;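 active = inhibition above about 21% made by adding two undisclosed values, limit read from the data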
Target sequence (Q99873 whole entry, looked up): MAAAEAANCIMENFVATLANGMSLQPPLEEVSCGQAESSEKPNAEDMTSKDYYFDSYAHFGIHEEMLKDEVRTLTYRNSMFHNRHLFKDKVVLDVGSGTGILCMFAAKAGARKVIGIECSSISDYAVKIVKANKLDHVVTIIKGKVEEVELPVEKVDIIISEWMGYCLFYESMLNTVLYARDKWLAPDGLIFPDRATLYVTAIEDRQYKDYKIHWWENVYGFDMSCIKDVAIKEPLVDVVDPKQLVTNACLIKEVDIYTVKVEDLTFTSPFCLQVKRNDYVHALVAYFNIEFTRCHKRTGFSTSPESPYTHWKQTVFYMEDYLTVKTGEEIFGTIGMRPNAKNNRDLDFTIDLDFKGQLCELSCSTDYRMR
* = called active by the depositor; / = no result given.

| entry | SMILES | Tn7 DDE FP | mABHD4 FP | UHRF1 MBD2 ctr | SIAE inh | LEDGF integ inh | PG9 Ab binder | HTRA1 inhibitor | TCR CD3 inh | TDP2 inh | PRMT1 FP inh |
| --- | --- | --- | --- | --- | --- | --- | --- | --- | --- | --- | --- |
| 1 | CC(C)[C@H](NC(=O)OC(C)(C)C)C(=O)N/N=C/c1cccc2nccnc12 | 2 | 3 | -3 | -2 | -3 | -0.9 | -5 | 0 | -3 | -1 |
| 2 | Fc1ccc(CSc2nncn2NC/C=C/c2ccccc2)cc1 | 6 | -7 | 3 | -5 | 2 | 0.3 | -4 | -5 | -3 | 0 |
| 3 | CN(C(=O)c1cnccn1)c1c(N)n(Cc2ccccc2)c(=O)[nH]c1=O | -1 | 8 | -1 | -1 | -4 | 0.4 | 0 | -4 | 5 | 3 |
| 4 | CN(C)CCOc1cccc(Br)c1 | 0 | 8 | -1 | 12 | 1 | 1.6 | 0 | -2 | 21 | -1 |
| 5 | Cc1cc(C)c2nc(N(CCN(C)C)C(=O)/C=C/c3cccs3)sc2c1 | 9 | -3 | 10 | -2 | 1 | -1.2 | -13 | 3 | 7 | 2 |
| 6 | CCOc1ccc(N(CC(=O)NC2CCCCC2)C(=O)CNC(=O)c2ccco2)cc1 | -5 | -12 | 9 | -6 | -1 | -2.1 | -1 | -1 | -9 | 5 |
| 7 | N#Cc1cnn(-c2cccc(Cl)c2)c1N | 2 | 0 | 2 | -1 | 0 | -1.9 | -2 | -3 | -2 | 2 |
| 8 | COc1ccc(-c2noc3c2-c2nc(C(C)C)sc2CC3)cc1 | -6 | -29 | 6 | -9 | -1 | 0.6 | -36 | -12 | -18 | 6 |
| 9 | CCC(C(=O)NCCc1c[nH]c2cc(OC)ccc12)c1ccccc1 (centres undefined) | -7 | -4 | -2 | 7 | 3 | -0.4 | 7 | -2 | 8 | -3 |
| 10 | Cc1cc(=S)[nH]c2c(C)cccc12 | 3 | 4 | 1 | 4 | 2 | 1.4 | 1 | -8 | 13 | 2 |
| 11 | CCOc1ccc(-n2c(Cc3cc(=O)[nH]c(=O)[nH]3)nnc2SCc2cccnc2)cc1 | 5 | 9 | 0 | 4 | 0 | 0.8 | -9 | 1 | -4 | 5 |
| 12 | CCOC(=O)/C=C1\CN(Cc2cc(OC)c(OC)c(OC)c2)S(=O)(=O)c2ccccc21 | 2 | -3 | 1 | 5 | -1 | 0.0 | 0 | -1 | -6 | 1 |
| 13 | CCOC(=O)C1=C(C(F)(F)F)Nc2ncnn2C1c1cc(OC)ccc1OC (centres undefined) | 1 | 2 | 6 | 0 | -3 | 1.6 | 5 | 6 | -7 | 2 |
| 14 | O=C(O)c1ccc(N/N=C/c2cccc3cccnc23)cc1 | 5 | 12 | 2 | -1 | 1 | -16 | -7 | 2 | -2 | 4 |
| 15 | CN(C)c1ccc(C(C(=O)NCC2CCCO2)N(C(=O)c2snc(C(N)=O)c2N)c2ccccc2)cc1 (centres undefined) | -1 | 0 | 0 | 2 | 5 | -2.9 | 4 | 3 | -10 | -9 |
| 16 | NC(=O)c1cccc(-c2coc3c(C(=O)NCc4cccnc4)cccc23)c1 | 3 | 1 | -4 | 2 | 0 | 1.2 | / | -7 | 7 | -1 |
| 17 | COc1ccc(NC(=O)C2C3C=CC4(O3)C2C(=O)N(CCN2CCCCC2)C4C(=O)NC2CCCCC2)cc1 (centres undefined) | -6 | 3 | 1 | 1 | -5 | -1.5 | -4 | -11 | 5 | 6 |
| 18 | COc1cc(Cl)c(S(=O)(=O)NCc2cccnc2)cc1Cl | -9 | 7 | 2 | 9 | 0 | -2.5 | -3 | -2 | 1 | -2 |
| 19 | CCN(CC)C(=O)CN(c1cc(Cl)ccc1OC)S(=O)(=O)c1ccc(C)c([N+](=O)[O-])c1 | 5 | 3 | 2 | -1 | 2 | 0.3 | -4 | 6 | 3 | 0 |
| 20 | CC(C)(C)OC(=O)N/N=C/c1ccc(N2CCOCC2)s1 | -2 | 4 | 3 | 3 | -3 | -16 | -4 | -2 | -4 | 5 |
| 21 | CCOC(=O)c1c(C)nc2sc3c(=O)n(-c4ccc(OC)cc4)cnc3c2c1-c1ccc(OC)cc1 | 6 | -1 | 0 | 2 | 0 | -0.9 | 3 | 0 | 11 | -4 |
| 22 | Cc1cc(C)c(NC(=O)C2CC(=O)N(c3ccc4c(c3)OCCO4)C2)c(C)c1 (centres undefined) | -1 | -4 | -4 | 3 | -1 | -0.6 | 1 | -4 | 5 | -2 |
| 23 | CCOC(CNC(=O)CN1C(=O)COc2ccc(S(=O)(=O)N3CC(C)CC(C)C3)cc21)OCC (centres undefined) | 8 | -1 | -2 | 5 | 5 | 1.4 | 6 | -2 | -5 | -9 |
| 24 | CN(C)C(CNC(=O)c1ccc(Br)cc1)c1ccco1 (centres undefined) | 3 | 1 | -4 | 1 | -4 | 1.1 | 1 | 1 | 7 | -2 |
| 25 | O=C(CCN1C(=O)/C(=C/c2ccccc2Cl)SC1=S)Nc1ccccn1 | 0 | 0 | -8 | -3 | -1 | -1.2 | -7 | 10 | -3 | 4 |
| 26 | Cc1ccsc1-c1ccnc(-n2cccc2)n1 | -5 | 0 | 5 | -1 | 0 | -1.8 | -13 | 7 | 4 | 1 |
| 27 | C=C1CCC[C@]2(C)C[C@H]3OC(=O)C(CN4CCCCC4CO)[C@H]3CC12 (some centres undefined) | 2 | 1 | 1 | -4 | -1 | 0.1 | 1 | -1 | 6 | 4 |
| 28 | CCOc1cc(C(=O)NCC(=O)N2CCC3(CC2)NCCc2[nH]cnc23)cc(OCC)c1OCC | -7 | 2 | -4 | 2 | 4 | -0.9 | 4 | 5 | 12 | 0 |
| 29 | COc1ccc(C2=NN(C(=O)CSc3nc4ncc(Cl)cc4[nH]3)C(c3ccco3)C2)cc1 (centres undefined) | -11 | -3 | 0 | -7 | 4 | -1.2 | -33 | 0 | 5 | 16 |
| 30 | CCOC(=O)c1[nH]c(C)c(C(=O)Nc2ccc(Cl)cc2)c1C | 7 | -7 | -1 | 4 | 1 | 0.2 | -6 | -1 | -3 | -5 |
| 31 | CC(=O)Nc1ccc(C(=O)N2CCCC(c3cc(C(=O)NCc4ccccc4)no3)C2)cc1 (centres undefined) | 4 | 4 | -3 | 0 | -1 | -1.2 | / | -4 | 6 | 1 |
| 32 | COc1ccc(-c2c(C)n([O-])c(C)c(-c3ccccc3)[n+]2=O)cc1OC | -2 | -3 | -3 | 1 | 1 | -1.3 | -1 | -3 | 6 | 0 |
| 33 | O=C(O)CCc1nn2c3ccccc3nc2n(CCN2CCCCC2)c1=O | -8 | 7 | 2 | -4 | 2 | -1.3 | 0 | -4 | 1 | 0 |
| 34 | CC1(NC(=O)CCc2nc3ccccc3c(=O)[nH]2)CCS(=O)(=O)C1 (centres undefined) | -2 | 6 | 0 | 1 | -1 | -2.2 | -2 | -13 | 6 | 2 |
| 35 | Cc1cc(NC(=O)c2noc3c2CCc2ccccc2-3)n(-c2ccccc2)n1 | -4 | 6 | -1 | -13 | -2 | 1.8 | 3 | 2 | 2 | 3 |
| 36 | O=C(COc1ccc(Cl)cc1Cl)NCCC1=CCCCC1 | 3 | -14 | 3 | 0 | -3 | -0.7 | -20 | -3 | -1 | 2 |
| 37 | COc1ccc(Nc2cc(C(=O)NCCCN3CCOCC3)c3ccccc3n2)cc1OC | -5 | 7 | -1 | 5 | 1 | -7.5 | -3 | 1 | -3 | 0 |
| 38 | FC(F)(F)c1cccc(Cn2nnnc2-c2ccc(Cl)cc2)c1 | 1 | 0 | 0 | 4 | -1 | 0.9 | -13 | 0 | 2 | 0 |
| 39 | CCOC(=O)c1ccc(NC(=S)N(CCCN2CCCC2)Cc2ccco2)cc1 | -1 | -9 | -2 | 6 | 0 | -1.9 | 6 | 2 | -1 | -3 |
| 40 | COc1ccccc1CN1CC(C(=O)N(Cc2cnn(C)c2)C(C)C)CCC1=O (centres undefined) | 6 | -1 | 0 | 6 | 2 | -0.4 | 7 | 1 | 2 | -3 |
| 41 | CC(=O)Nc1cccc(NC(=O)COC(=O)CO/N=C(\C)c2ccc3c(c2)OCO3)c1 | -1 | 2 | -1 | 3 | 0 | -0.2 | 0 | 5 | -1 | -1 |
| 42 | O=C(Nc1nc(-c2cccnc2)cs1)c1ccccc1Cl | 4 | 1 | -2 | -2 | 0 | -0.2 | 2 | 7 | 12 | -3 |
| 43 | CCN1C(=O)/C(=C\N2CCN(c3ccc(F)cc3)CC2)SC1=S | 4 | -3 | -1 | -2 | 3 | 3.5 | 0 | -2 | 1 | 5 |
| 44 | CN(C)c1ccc(C=NCC2(O)CCOC(C)(C)C2)cc1 (centres undefined) | -4 | -7 | -1 | 0 | 0 | -4.2 | 2 | 4 | -2 | 0 |
| 45 | COc1ccc(NC(=O)C2CCN(c3cnccn3)CC2)cc1Cl | 6 | -2 | 0 | 1 | -5 | -1.0 | -2 | 5 | 13 | 0 |
| 46 | CCOC(=O)C(=O)N(Nc1ccc(C)cc1)c1ccc(C)cc1 | -9 | -2 | 2 | -3 | -2 | -1.5 | -13 | 5 | -4 | -2 |
| 47 | C[C@@H]1CN([C@@H](C)CO)S(=O)(=O)c2ccc(-c3ccccc3)cc2O[C@@H]1CN(C)Cc1ccccc1C(=O)O | 5 | -3 | -1 | 3 | -2 | -1.3 | 0 | 4 | 11 | -5 |
| 48 | O=C(CCn1cnc2ccccc2c1=O)Nc1nc(-c2ccc(Br)cc2)cs1 | 6 | 1 | 1 | -4 | -2 | -1.3 | 7 | 6 | -2 | -2 |
| 49 | COc1ccc(CCNC(=O)c2cc(COc3c(C)cccc3C)on2)c(OC)c1 | -1 | -12 | 2 | 6 | 1 | -0.3 | 1 | -5 | 1 | 6 |
| 50 | COc1cc(/C=N/NC(=O)C(=O)NCc2cccnc2)cc(OC)c1OC | -4 | 2 | -1 | 2 | 1 | -0.2 | 6 | 11 | 2 | -1 |
| 51 | Cc1nc([N+](=O)[O-])c(C(=O)O)n1C | 2 | 5 | 1 | -3 | 2 | -1.0 | 3 | 3 | 10 | 1 |
| 52 | CC1CN(S(=O)(=O)c2cccc(C(=O)N3CCC(C(N)=O)CC3)c2)CC(C)O1 (centres undefined) | -2 | -4 | -1 | 0 | 3 | 0.1 | 4 | 0 | -1 | -8 |
